BCR signal inh – inhibitors of chronic active B-cell receptor signaling | AID 493014 | ABC-DLBCL IkBa-CBG/CBR reporter, luminescence ratio, 4 h | hit rate 0.05% among 340,000 | Potency, µM (titrated, usually from 46.1 µM), inactives show at the top dose ratio change, negative = lower green/red ratio, most hits filed as inhibitors; active = well fitted inhibition curve with a large enough effect in the signal ratio, with a control signal flat, not every such curve was filed as active; inconclusive = small, poorly fitted or top-dose-only effect, or effect the other way, or a change in a side signal; the % refers to the signal ratio;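 also: potency is read from the fitted curve at half-maximal effect; plate controls were basal doxycycline-induced cells for no effect and cells given 10 µM MG132 for full effect; MG132 reads +100%, hits lower the ratio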
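Doxycycline induced both beetle luciferases in TMD8 lymphoma cells; IKK-driven degradation limits the IkappaBalpha-fused green signal, while red luminescence normalises for cell number and nonspecific effects. Compounds tested up to 46 uM, 4 hrs.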
Eya2 phos inh – inhibitors of human Eya2 phosphatase activity; AID 488837; recombinant Eya2, OMFP fluorescence dephosphorylation (OMFP is methylfluorescein phosphate); hit rate 0.006% among 330,000; Potency, µM (doses to about 76.9 µM), for inactives: at the top dose activity, negative = inhibition, hits mostly inhibitors; also: potency is read from the fitted curve at half-maximal effect
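Eya2 (0.2 uM) preincubated 10 min at ambient with compound, then OMFP substrate added at 50 uM; 10 min reaction in 50 mM HEPES pH 7.5, 50 mM NaCl, 5 uM MgCl2, 0.05% BSA, 1 mM DTT. Fluorescence read at Ex 485/Em 525 nm.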
USP2a block – USP2a (human) protease inhibition. USP2 core, Ub-CHOP2 coupled fluorogenic reporter, 485/531. hit rate 0.01% among 330,000. AID 463254. O75604. Potency, µM (top dose mostly 38.3 µM), for inactives: at the highest dose activity change, negative = inhibition, hits mostly inhibitors;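 also: potency is read from the fitted curve at half-maximal effect; plate controls were DMSO wells for no effect and full inhibition by NEM control for full effect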
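USP2 core (10nM final) preincubated 30min RT with compound in 20mM Tris-HCl pH 8.0, 2mM CaCl2, 2mM beta-mercaptoethanol, 0.05% CHAPS; 25nM Ub-CHOP2 plus 25nM reporter substrate added, fluorescence (Ex485/Em531) read after 60min.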
FBPA coupling cs – counter-screen for Giardia aldolase inhibitors: coupling enzyme system | coupling enzyme system counterscreen, AmpLite Red fluorescence | activity change, negative = inhibition, % at 58.2 µM, hits read low | hit rate 0.67% among 290,000 | AID 2472; in the data active = activity change below about -30%
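First, compound is pin-transferred into glyceraldehyde-3-phosphate coupling-enzyme reagent at 57.5 uM final and held 10 min at RT. Next, substrate, coupling system and AmpLite Red are added. After 20 min RT, fluorescence (525/598 nm) is read.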
hERG WT inh – inhibitors of human wildtype KCNH2 potassium channel; Q12809; U2OS, BacMam KCNH2, thallium flux FluxOr; hits give low values; activity change, % at 1.84 µM; hit rate 0.37% among 340,000; AID 720551;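 active = maximum activity change below -70%; inconclusive = maximum activity change between -70% and -50%; inactive = maximum activity change above -50%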
Target sequence (Q12809 whole entry, looked up): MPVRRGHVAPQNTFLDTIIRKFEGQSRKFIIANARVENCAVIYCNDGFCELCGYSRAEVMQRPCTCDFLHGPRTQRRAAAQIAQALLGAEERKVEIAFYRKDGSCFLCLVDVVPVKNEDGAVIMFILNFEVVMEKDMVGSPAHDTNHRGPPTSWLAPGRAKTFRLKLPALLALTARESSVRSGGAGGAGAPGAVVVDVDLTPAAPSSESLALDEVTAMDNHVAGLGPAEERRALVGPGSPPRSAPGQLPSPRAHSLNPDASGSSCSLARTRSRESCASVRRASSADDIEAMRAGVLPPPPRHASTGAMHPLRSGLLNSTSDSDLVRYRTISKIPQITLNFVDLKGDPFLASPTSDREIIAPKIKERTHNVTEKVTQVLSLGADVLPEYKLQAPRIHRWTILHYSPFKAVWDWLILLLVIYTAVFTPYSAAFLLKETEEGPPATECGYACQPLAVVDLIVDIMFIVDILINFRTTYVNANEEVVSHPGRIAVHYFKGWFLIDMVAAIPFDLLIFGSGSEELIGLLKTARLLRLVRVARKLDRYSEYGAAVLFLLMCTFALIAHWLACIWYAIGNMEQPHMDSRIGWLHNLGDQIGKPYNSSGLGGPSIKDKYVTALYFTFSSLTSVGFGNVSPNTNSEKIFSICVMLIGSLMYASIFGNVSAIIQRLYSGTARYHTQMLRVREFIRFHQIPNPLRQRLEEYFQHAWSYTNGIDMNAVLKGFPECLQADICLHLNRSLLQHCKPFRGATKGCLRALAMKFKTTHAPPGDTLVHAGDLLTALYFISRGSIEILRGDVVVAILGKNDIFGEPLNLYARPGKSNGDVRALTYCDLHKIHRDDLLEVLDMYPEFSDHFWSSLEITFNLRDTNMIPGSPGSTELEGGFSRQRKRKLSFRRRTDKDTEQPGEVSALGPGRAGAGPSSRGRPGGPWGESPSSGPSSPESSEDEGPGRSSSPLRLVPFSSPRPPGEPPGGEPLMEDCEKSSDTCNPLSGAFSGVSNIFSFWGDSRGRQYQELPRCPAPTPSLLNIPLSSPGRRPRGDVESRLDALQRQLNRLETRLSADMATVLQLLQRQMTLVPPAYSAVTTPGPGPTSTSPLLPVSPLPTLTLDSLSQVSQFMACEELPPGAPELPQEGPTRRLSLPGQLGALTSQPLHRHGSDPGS
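U2OS cells were transduced with wild-type KCNH2 virus (2.03 x 10^8 / mL) for 4 h at room temperature, then cultured overnight at 37 C. Thallium flux was read with FluxOr dye. Rate constants were normalized to DMSO controls.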
PKM2 act – activators of human pyruvate kinase M2. P14618. purified PKM2, Kinase-Glo ATP luminescence, activation; response scale: 0% is enzyme alone, no compound. Potency, µM (titrated, usually from 57.5 µM), without a hit: at the top dose activation, actives largely listed as activators. hit rate 0.34% among 260,000. AID 1631; also: potency is read from the fitted curve at half-maximal effect; nearly all actives have a fitted effect of over 55% in size
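Purified hPK-M2 (>95%) run at intermediate activity with 0.1 mM ADP and 0.5 mM PEP in 50 mM imidazole pH 7.2, KCl, MgCl2; 1 h room temperature. ATP formed read by Kinase-Glo luminescence; normalized to uninhibited and no-enzyme controls.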
KCNH2 3.1 inh – blocks the human KCNH2 3.1 channel isoform; U2OS KCNH2 3.1, thallium flux FluxOr; hits give low values; activity change, % (tested at about 1.8 µM); hit rate 0.95% among 340,000; AID 720553;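 active = maximum activity change below -70%; inconclusive = maximum activity change from -70% to -50%; inactive = maximum activity change above -50%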;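 also: thallium influx rate constant from kinetic fluorescence after stimulation buffer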
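Kinetic fluorescence (2 min after stimulation buffer) measures Tl+ influx through KCNH2 3.1 expressed by viral transduction in U2OS cells; the rate constant is normalized against DMSO controls serving as positive and negative references.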
Giardia killer – kills Giardia lamblia. AID 540267. hit rate 0.15% among 340,000. activity change, % at 7.66 µM, hits read low. Giardia lamblia trophozoite viability; in the data active = activity change below about -80%; inconclusive = between about -30% and that limit;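 also: parasites exposed to compound for two days anaerobically before the ATP read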
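Trophozoites 100 cells/well + cpd; 48 hrs, 37 deg C, anaerobic. ATPLite 1-Step added, 15-30 min RT, luminescence read (ATP-based viability).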
GALK inh – galactokinase (human) inhibition; Purified GALK, Kinase-Glo residual ATP luminescence; Potency, µM (titrated, usually from 57.5 µM), without a hit: at the top dose activity change, negative = inhibition, usual class: inhibitors; hit rate 0.007% among 270,000; AID 1868; also: potency is read from the fitted curve at half-maximal effect
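Human GALK (5 nM) with 35 uM ATP and 100 uM galactose in 20 mM HEPES pH 8.0, 5 mM MgCl2, 60 mM NaCl, 1 mM DTT, 0.01% BSA. After 1 h at room temperature, leftover ATP was read by Kinase-Glo Plus luminescence.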
B2AR arrestin – beta2AR (human) beta-arrestin recruitment activity. P07550. beta-arrestin recruitment to beta2AR, cell-based reporter. Potency, µM (top dose mostly 46.1 µM), for inactives: top-dose activation, usual class: activators. hit rate 0.02% among 330,000. AID 492947;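 also: potency is read from the fitted curve at half-maximal effect; 0% = DMSO controls and full agonism = EC100 isoproterenol or metaproterenol; nearly all actives have a fitted effect of over 65% in size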
uPA surface inh – blocks generation of uPA at the cell surface | cell surface uPA generation assay, qHTS | Potency, µM (series often up to 38.3 µM), for the others: at the highest dose activity change, negative = inhibition, usual class: inhibitors | hit rate 0.31% among 330,000; active = well fitted inhibition curve with a large enough effect; inconclusive = small, poorly fitted or top-dose-only effect; inactive = no such curve, though single readings can be large or run the other way; tested in mouse RAW 264.7 cells; also: potency is read from the fitted curve at half-maximal effect; nearly all actives have a fitted effect of over 55% in size
Numbers without * were called inactive; ? = inconclusive; · = no result given; [ ] = remark or other dose. Unless noted, calls follow the shape of the dose curve; as a rule, active = well fitted curve in the direction sought with a large enough effect; inconclusive = small, poorly fitted or top-dose-only effect, or another doubt; inactive = no such curve, though single readings can be large; an effect the other way counts as inactive or inconclusive. Unless noted, % is scaled to controls: 0 for no effect and ±100 for the full control effect.

SMILES	BCR signal inh	Eya2 phos inh	USP2a block	FBPA coupling cs	hERG WT inh	PKM2 act	KCNH2 3.1 inh	Giardia killer	GALK inh	B2AR arrestin	uPA surface inh
CCOc1ccc(CCNC(=O)c2cccc(S(=O)(=O)N3CC(C)OC(C)C3)c2)cc1OCC (configuration not stated)	-2.9%	0.9%	0.2%	·	1.5	·	5.5	-12.5	·	-1.0%	-2.1%
Cc1ccc(-n2c(Cc3ccccc3)n[nH]c2=S)cc1	-9.1%	-8.5%	1.4%	4.7	-10.3	-13.3%	-6.7	18.6	-2.7%	0.3%	·
Cc1ccc(C2OC(=O)C=C2c2ccccc2)cc1 (configuration not stated)	14.6%	-10.4%	-0.9%	·	13.6	·	1.7	19.4	·	-0.4%	-1.8%
CCn1cc(C(=O)N2CCN(c3ccccc3F)CC2)c(=O)c2ccc(C)nc21	-19.8%	-9.9%	-0.3%	-3.9	-4.6	-6.5%	-0.1	?	-1.4%	-0.6%	0.3%
Cc1cc(C)c(NC(=O)c2c[nH]c(=S)n2-c2ccc(F)cc2)c(C)c1	7.5%	1.0%	3.5%	-1.3	-0.3	-4.0%	0.7	8.5	13.5%	0.1%	17.1%
CCOC(=O)c1ccc(Nc2c(OCC)c(=O)c2=O)cc1	-0.3%	-1.2%	-0.8%	5.9	-3.0	-9.5%	3.8	-4.6	·	-0.3%	-7.1%
O=C(Oc1ccc(C(=S)N2CCOCC2)cc1)c1ccccc1F	0.7%	-3.9%	0.4%	9.0	8.8	0.3%	-5.4	2.4	-0.4%	-0.1%	?
O=C(Nc1ccc(Cl)cc1F)c1ccc(-n2cncn2)cc1	0.0%	-3.8%	1.5%	·	-7.8	·	-2.0	-1.9	·	-1.3%	-7.7%
Cc1ccc(-c2nn3c(C)nnc3s2)cc1NC(=O)c1ccco1	-3.8%	-4.6%	2.9%	0.9	1.6	2.1%	-11.0	-10.3	-0.3%	-0.7%	2.5%
Cc1ccc(S(=O)(=O)NC2CCCCCC2)cc1	1.1%	-18.2%	-0.9%	·	34.6	·	-22.3	6.8	·	-0.9%	4.8%
CSc1ccc(/C=C/C(=O)OCC(=O)N2CCCCCC2)cc1	0.5%	2.4%	2.0%	·	0.1	·	-9.5	18.1	·	-1.5%	1.1%
COc1ccc(CNS(=O)(=O)c2ccc(-n3cnnn3)c(C)c2)cc1	?	-10.8%	2.7%	0.6	-9.3	·	-4.5	17.2	3.6%	-0.1%	1.7%
C=CCOn1c(=O)c(-c2ccccc2)[n+]([O-])c2ccccc21	20.5%	6.2%	0.0%	-5.8	-12.6	2.5%	-6.1	-4.3	-3.6%	0.2%	-0.9%
Cc1ccc(NC(=O)C2CCN(C(=O)c3ccccc3C)CC2)cc1	1.0%	0.4%	1.8%	2.4	-2.8	0.4%	-2.5	-7.8	2.0%	-0.6%	-3.2%
Nc1cccc2c1C(=O)N(C(=O)c1ccc(S(=O)(=O)N3CCCCCC3)cc1)C2=O	?	3.1%	7.7%	3.0	12.7	4.1%	·	5.9	0.1%	0.0%	-2.3%
CCc1n[nH]c(=O)n1Cn1c(CC)n[nH]c1=O	-16.9%	4.8%	4.7%	3.9	20.2	-1.3%	-26.6	-11.7	1.2%	0.4%	-1.1%
Cc1ccc(NC(=S)NC(=O)C2CCCC2)cc1C	?	-10.1%	0.4%	·	1.9	0.6%	2.1	-10.3	6.3%	-0.4%	6.1%
CC(C)(C)N=C1NN=C(c2cc3ccccc3o2)CS1	?	-4.5%	-0.5%	0.5	0.3	-1.8%	-20.3	5.5	2.5%	-0.8%	-4.6%
O=C(NC1C(=O)NNC1c1ccccc1)c1ccc(F)cc1 (configuration not stated)	0.4%	2.6%	3.5%	0.0	-4.3	-6.8%	-8.4	-11.7	-4.0%	0.6%	5.6%
O=C(N1CCCC1)C(F)(F)Oc1ccc(F)cc1	?	9.9%	3.6%	0.4	8.5	8.3%	-3.8	19.2	-1.9%	-0.2%	3.9%
CCOc1ccc(C(Nc2ccc(C)cc2)P2(=O)OCCCO2)cc1 (configuration not stated)	-3.8%	-12.0%	0.9%	6.8	14.5	6.7%	-5.8	-0.4	-0.8%	-0.8%	1.2%
CCOC(=O)c1c(C)[nH]c(C(=O)COC(=O)C2=NNC(=O)CC2)c1C	-0.2%	14.0%	6.6%	1.2	-7.9	-1.8%	17.4	-1.8	0.7%	-0.2%	-1.3%
COc1ccc2c(c1OC)c(=O)n1c3ccc(OC(C)C(=O)NCCCN4CCOCC4)cc3c3ccnc2c31 (configuration not stated)	?	-12.8%	1.0%	-5.9	2.3	2.0%	10.7	4.5	·	0.0%	1.9%
Cc1ccc(OCC(=O)NNC(=S)NC(=O)c2ccc(Br)o2)c(C)c1	2.0%	-1.4%	-0.4%	2.0	-1.0	-0.7%	-10.6	-24.8	4.9%	-0.2%	-1.6%
Cc1cc(C)nc(NC(=O)c2ccc(Cl)c([N+](=O)[O-])c2)n1	16.5%	-22.9%	1.4%	0.9	0.6	-1.3%	18.0	31.1[activator]	-2.2%	-0.5%	-4.9%
Cc1oc2c(O)c(O)ccc2c(=O)c1-c1ccccc1	?	2.5%	1.0%	-12.0	-4.0	?	-1.9	15.0	1.8%	-0.1%	?
Cc1ccc(-n2c(=O)cc(N3CCN(Cc4ccccc4)CC3)[nH]c2=O)cc1	?	?	0.9%	-0.6	49.7	2.2%	0.7	15.6	1.1%	-1.7%	11.8%
O=C(Nc1cccc(S(=O)(=O)c2cccc(NC(=O)C3CC3)c2)c1)C1CC1	-14.2%	-15.8%	1.3%	-0.4	-1.1	-9.2%	-8.7	6.5	-1.2%	-0.2%	-17.6%
Cc1ccnc(SCCn2c(N3CCN(Cc4ccccc4)CC3)nc3c2c(=O)[nH]c(=O)n3C)n1	-2.5%	-7.0%	2.8%	3.0	3.5	5.4%	-26.8	29.4	1.2%	-0.7%	7.8%
Cc1ccc(N(CC(=O)NCc2ccco2)C(=O)CNS(=O)(=O)c2ccccc2)c(C)c1	1.5%	-9.5%	6.1%	-2.1	-1.2	2.9%	-12.9	1.7	6.4%	-0.9%	2.1%
CCOc1ccc(C(=O)NCc2ccco2)cc1Cl	?	-0.8%	2.5%	2.5	2.5	-0.3%[11.5 µM]	9.5	-3.3	-2.8%	6.2%	-1.6%
CCCc1nc2c(s1)CCc1onc(-c3cccc([N+](=O)[O-])c3)c1-2	-0.8%	-4.1%	2.7%	·	14.7	·	-8.5	-22.5	·	0.3%	-4.7%
CCN(CC)c1ccc(C(=O)OCC(=O)NCC2CCCO2)cc1 (configuration not stated)	-1.7%	-7.6%	-0.3%	-1.7	2.2	0.2%	9.7	-1.2	-0.5%	-0.3%	0.6%
COc1ccccc1CNC(=O)CCNC(=O)C1CCN(S(=O)(=O)c2ccccc2)CC1	-0.6%	3.9%	2.1%	5.7	-32.1	·	9.5	?	-4.0%	0.3%	1.5%
CC1(C)Cc2[nH]c3ccccc3c2C(C)(C)N1	-2.1%	?	0.4%	2.9	0.1	·	16.8	17.8	8.3%	-0.8%	-0.2%
COC(=O)/C=C1\N/C(=N\c2nc(C)cc(C)n2)N(c2ccc(C)cc2)C1=O	-0.1%	-3.0%	4.6%	1.3	·	5.7%	7.9	22.7	1.5%	-0.6%	?
CCC(=O)C(C#N)(c1ccc(OC)c(OC)c1)C(C)C (configuration not stated)	-17.8%	-8.5%	2.8%	·	1.0	·	12.0	-26.5	·	0.1%	-15.4%
O=C(O)C(O)Cc1c[nH]c2ccccc12 (configuration not stated)	-0.3%	1.4%	1.9%	-1.2	-2.0	2.2%	-1.6	?	·	-1.2%	0.8%
CCCc1nnc(NC(=O)CCCC(=O)O)s1	-12.6%	-4.1%	0.6%	5.5	4.7	-5.2%	-39.7	-2.4	0.0%	-0.1%	-4.9%
O=C(c1ccco1)N1CCN(c2cc(C(F)(F)F)nc3ncnn23)CC1	-0.2%	-3.6%	0.3%	0.1	-12.2	1.8%	-16.4	18.5	0.0%	-0.1%	·
COc1ccc(-c2cc(=O)oc3cc(OC(C)C(=O)O)ccc23)cc1 (configuration not stated)	10.7%	5.1%	-5.0%	8.1	5.6	3.9%	16.3	-8.0	-2.2%	-0.1%	·

Single values from the list.
FBPA coupling cs, CC1(C)Cc2[nH]c3ccccc3c2C(C)(C)N1 is entered as 2.9
hERG WT inh, CCCc1nc2c(s1)CCc1onc(-c3cccc([N+](=O)[O-])c3)c1-2 is entered as 14.7

Assay outcomes deposited in PubChem by National Center for Advancing Translational Sciences (NCATS).
